Screens: PubChem, National Center for Advancing Translational Sciences (NCATS)
HCV inh – HCV inhibition | AID 651820 | Potency, µM (series often up to 41.8 µM), without a hit: top-dose activity change, negative = inhibition, most hits filed as inhibitors | hit rate 3.4% among 340,000 | Huh7.5.1 HCVcc-Cre infection, luciferase reporter, 44 h; also: potency is read from the fitted curve at half-maximal effect
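A cell-based infection assay in which seeded cells (1,000 per well) receive test compound after 4 h, are inoculated with HCVcc-Cre at approximately 0.5 moi, and are incubated 44 h before luminescence detection.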
AmpC inh detg – AmpC beta-lactamase inhibition with detergent present. Potency, µM (top dose mostly 114 µM), for the others: at the highest dose activity change, negative = inhibition, usual class: inhibitors. AmpC hydrolysis of nitrocefin, absorbance 480 nm, 0.01% Triton. hit rate 0.041% among 370,000. AID 485294. P00811;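 also: potency is read from the fitted curve at half-maximal effect; 0% = no-compound wells and -100% = no-enzyme wells; nearly all actives have a fitted effect of over 25% in size; some results filed as inactive show a strong effect at the top dose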
Target sequence (P00811 whole entry, looked up): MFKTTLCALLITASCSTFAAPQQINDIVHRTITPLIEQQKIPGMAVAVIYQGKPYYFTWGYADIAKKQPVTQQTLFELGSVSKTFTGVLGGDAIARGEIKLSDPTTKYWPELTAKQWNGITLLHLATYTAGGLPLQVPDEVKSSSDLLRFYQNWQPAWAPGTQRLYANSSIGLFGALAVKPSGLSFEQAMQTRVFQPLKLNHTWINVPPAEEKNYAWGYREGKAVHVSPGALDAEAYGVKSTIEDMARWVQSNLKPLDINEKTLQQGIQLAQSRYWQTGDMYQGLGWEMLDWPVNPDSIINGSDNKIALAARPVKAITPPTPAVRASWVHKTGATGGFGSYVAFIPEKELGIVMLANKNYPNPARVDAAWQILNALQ
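AmpC (5.3 nM in the dispensed reagent) in 20 mM phosphate pH 7.0 with 0.01% (detergent screen) or 0.0001% Triton X-100 was preincubated with compounds for 15 min at room temperature. Nitrocefin was then added from an 800 uM solution, and hydrolysis was followed at 480 nm.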
Giardia FBPA inh – Giardia lamblia aldolase inhibition | hit rate 0.71% among 290,000 | purified Giardia FBPA | A8B2U2 | Potency, µM (highest dose often 59.6 µM), without a hit: top-dose activity, negative = inhibition, actives largely listed as inhibitors; also: potency is read from the fitted curve at half-maximal effect; nearly all actives have a fitted effect of over 55% in size
Target sequence (A8B2U2 whole entry, looked up): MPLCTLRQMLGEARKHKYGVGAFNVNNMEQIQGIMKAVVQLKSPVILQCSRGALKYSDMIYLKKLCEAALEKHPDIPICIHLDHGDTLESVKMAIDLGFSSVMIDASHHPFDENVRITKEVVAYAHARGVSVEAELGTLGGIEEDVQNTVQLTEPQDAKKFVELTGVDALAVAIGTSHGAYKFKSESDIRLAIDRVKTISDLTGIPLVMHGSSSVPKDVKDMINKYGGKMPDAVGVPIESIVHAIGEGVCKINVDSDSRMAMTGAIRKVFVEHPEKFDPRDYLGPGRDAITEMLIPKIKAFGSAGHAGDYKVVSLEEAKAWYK
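Giardia FBPA (40 nM reagent) was preincubated 10 min at RT with compound (up to 57.5 uM final), then substrate plus GAPDH/TPI/NAD/arsenate coupling system with diaphorase/resazurin was added; resorufin fluorescence (525/598 nm) was read after 20 min.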
Sm TGR block – blocks Schistosoma mansoni thioredoxin glutathione reductase | Potency, µM (top dose mostly 114 µM), without a hit: at the top dose activity change, negative = inhibition, actives largely listed as inhibitors | AID 485364 | purified TGR, DTNB reduction, TNB absorbance 405 nm | hit rate 3% among 360,000; also: potency is read from the fitted curve at half-maximal effect; nearly all actives have a fitted effect of over 60% in size
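First, TGR (20 nM dispensed) and NADPH were mixed with compound. Second, a 15 min room-temperature incubation followed. Third, further NADPH and then DTNB were added to start the reaction. Finally, TNB absorbance was monitored kinetically.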
HCMV inh – blocks human cytomegalovirus replication; AID 1259415; HFF cells, HCMV-luciferase reporter, 72 h; stronger effect = lower value; hit rate 4.5% among 410,000; activity change, negative = inhibition, % at 57.5 µM; in the data active = activity change below about -60%; inconclusive = no clear call, values can overlap the other calls; inactive = above about -39%
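Compounds were evaluated in HFFs infected with an HCMV luciferase reporter virus (MOI 1 PFU/cell). Luciferase in lysates collected 72 h post infection served as the replication measure.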
AmpC no deterg – AmpC beta-lactamase inhibition without detergent. P00811. AmpC nitrocefin hydrolysis, absorbance 480 nm, 0.0001% Triton. Potency, µM (top dose mostly 57.1 µM), for inactives: top-dose activity change, negative = inhibition, most hits filed as inhibitors. hit rate 0.52% among 330,000;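 also: potency is read from the fitted curve at half-maximal effect; plate controls were no compound for no effect and no enzyme for full effect; nearly all actives have a fitted effect of over 20% in size; some results filed as inactive show a strong effect at the top dose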
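20 mM phosphate pH 7.0 + 0.01% (detergent screen) or 0.0001% Triton X-100; 5.3 nM AmpC reagent; cpd preinc 15 min RT; nitrocefin (800 uM stock) to start; A480 q20 s × 4 min; Activity was normalised to no-enzyme and no-compound control wells.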
The depositor's hits bear a star; ? = inconclusive; . = not tested or not shown; & = joins results of further samples; [ ] = dose if it differs, or a comment. Unless noted, calls follow the shape of the dose curve; as a rule, active = well fitted curve in the direction sought with a large enough effect; inconclusive = small, poorly fitted or top-dose-only effect, or another doubt; inactive = no such curve, though single readings can be large; an effect the other way counts as inactive or inconclusive. Unless noted, % is scaled to controls: 0 for no effect and ±100 for the full control effect.

#	Structure	HCV inh	AmpC inh detg	Giardia FBPA inh	Sm TGR block	HCMV inh	AmpC no deterg
1	Cc1cc(=O)cc(C)n1-c1ccc(O)cc1	21%	0%	-2%	6%	-1	-8%
2	Cn1cccc1/C=N/n1c(-c2ccc(C(C)(C)C)cc2)n[nH]c1=S	?	-13%	.	6%	?	-39%
3	O=C(/C=C/Nc1ccc([N+](=O)[O-])cc1)c1ccc(Br)cc1	?	-9%	7%	2%	?	-9%
4	N#CC[C@H](c1ccccc1)N1CCN(Cc2ccccc2)CCC1=O	5%	-13%	-5%	-10%	-30	-4%
5	CN1CCN(c2ccc([N+](=O)[O-])cc2NC(=O)c2ccco2)CC1	-14%	-4%	.	-14%	69	-16%
6	CCCn1c(-c2nonc2N)nc2ccccc21	-28%	-11%	-5%	-10%	?	-19%
7	CC(=O)Nc1ccc(-c2nnc(SCc3ccc(C)cc3)n2C)cc1	?	1%	1%	-11%	0	1%
8	Cc1ccc2nc(NCCc3ccc(Cl)cc3)c3nncn3c2c1	-3%	-12%&-6%	-6%	4%&3%	-11	-19%
9	COc1ccc(-c2nc3c(c(=O)[nH]c(=O)n3Cc3ccccc3)n2Cc2ccccc2)cc1	13µM*	-15%	3%	-6%	?	-48%
10	CC(=O)c1cccc(CN2CCCCC2C(=O)Nc2ccc(Oc3ccccc3)nc2)c1 (configuration not stated)	?	6%	.	1%	-35	-13%
11	CC1CCCC(C)N1C(=O)COC(=O)c1nn(C)c(=O)c2ccccc12 (configuration not stated)	3%	?	7%	-3%	17	5%
12	COc1ccc(Cc2noc(CN(C)C3CC(C)(C)NC(C)(C)C3)n2)cc1OC	8%	7%	0%	-1%	5	-3%
13	CCc1ccc(NC(=O)Nc2nnc(N(C)C3CCCCC3)s2)cc1	.	-2%	.	-2%	16	.
14	O=C(CCl)NCCCCCCCCCNC(=O)CCl	?	-7%	5%	?	-100*	-14%
15	CCOc1ccccc1NC(=O)CSc1nccn1-c1cccc(C)c1	.	7%	.	7%	-19	.
16	CCC(=O)NC(=S)Nc1ccc2oc(-c3ccc(OC)cc3)nc2c1	?	?	8%	33%	33	-6%
17	CCOC(=O)c1cnc2nc(C)[nH]n2c1=O	11%	-1%	1%	-1%	-19	-7%
18	CCOc1ccc(CCNC(=O)c2cnc3sc(N4CCCCCC4)nn3c2=O)cc1	.	-2%	.	0%	21	.
19	COC(=O)c1c(NC(=O)C2c3ccccc3Oc3ccccc32)sc(C)c1C	?	3%	0%	3%	10	-10%
20	CCCCNc1nc2c(-c3cccc(Br)c3)nnn2c2ccccc12	.	7%	.	5%	46	.
21	N#Cc1ccc(CNc2cnccn2)cc1	3%	-2%	-5%	-3%	40	-8%
22	CCC(=O)Nc1cccc(C2=NOC3(C2)C[C@@H](C(N)=O)N(C(=O)c2cc([N+](=O)[O-])cc([N+](=O)[O-])c2)C3)c1 (some centres not stated)	5%	-2%	-7%	2%	16	37%
23	Cc1cc(C)nc(N(C#N)CC(=O)N2CCC(C(N)=O)CC2)n1	9%	-2%	-3%	-17%	1	-13%
24	COc1ccc(OC)c(/C=C2\SC(N3CCCC(C)C3)=NC2=O)c1 (configuration not stated)	?	-1%	11%	2%	-1	4%
25	COCCn1c(C)cc(C(=O)COC(=O)/C=C/c2cccc(OC)c2)c1C	-11%	8%	-6%	1%	-15	110%[activator]
26	Cc1ccc(-c2nc3c(c(=O)c4ccccc4n3C)c(=O)n2-c2ccc(F)cc2)cc1	7%	5%	8%	8%	-19	-14%
27	COc1ccc(C)cc1S(=O)(=O)N(C)CC(N)=O	1%	-10%	8%	7%	-13	-6%
28	CSc1nnc2n(-c3cccc(C)c3)c(=O)c3c4c(sc3n12)CCCC4	.	17%	.	6%	-13	.
29	COc1ccccc1NC(=O)CSc1nc(N)c(C#N)cc1C#N	-29%	?	-5%	2%	-24	-31%
30	COc1ccc(S(=O)(=O)NCC2CCCN(Cc3cccnc3)C2)cc1 (configuration not stated)	4%	4%	-5%	-1%	10	51%
31	COc1ccc(NC(=O)C2CCC(CNS(=O)(=O)c3ccc4c(c3)C(C)(C)C(=O)N4C)CC2)cc1 (configuration not stated)	.	-5%	.	0%	9	.
32	Cc1ccccc1SCC(=O)Nc1cccc(C#N)c1	-7%	?	-4%	-22%	11	-30%

Arranged by SMILES length (low to high): some entries from above
#	Structure	HCV inh	AmpC inh detg	Giardia FBPA inh	Sm TGR block	HCMV inh	AmpC no deterg
14	O=C(CCl)NCCCCCCCCCNC(=O)CCl	?	-7%	5%	?	-100*	-14%
27	COc1ccc(C)cc1S(=O)(=O)N(C)CC(N)=O	1%	-10%	8%	7%	-13	-6%
20	CCCCNc1nc2c(-c3cccc(Br)c3)nnn2c2ccccc12	.	7%	.	5%	46	.
23	Cc1cc(C)nc(N(C#N)CC(=O)N2CCC(C(N)=O)CC2)n1	9%	-2%	-3%	-17%	1	-13%
3	O=C(/C=C/Nc1ccc([N+](=O)[O-])cc1)c1ccc(Br)cc1	?	-9%	7%	2%	?	-9%
26	Cc1ccc(-c2nc3c(c(=O)c4ccccc4n3C)c(=O)n2-c2ccc(F)cc2)cc1	7%	5%	8%	8%	-19	-14%
31	COc1ccc(NC(=O)C2CCC(CNS(=O)(=O)c3ccc4c(c3)C(C)(C)C(=O)N4C)CC2)cc1 (configuration not stated)	.	-5%	.	0%	9	.

Further entries.
#	Structure	HCV inh	AmpC inh detg	Giardia FBPA inh	Sm TGR block	HCMV inh	AmpC no deterg
33	CC(=O)Nc1ccc(OCC(=O)c2ccc(C)cc2C)cc1	5%	-15%	2%	-18%	-24	-11%
34	CCOc1ccc(CCNC(=O)C2CCN(S(=O)(=O)c3ccc(C)cc3)CC2)cc1OCC	.	-3%	.	3%	-18	116%[activator]
35	O=C(NCc1ccc(F)cc1)C1CCCN(S(=O)(=O)c2cccc3nsnc23)C1 (configuration not stated)	?	-14%	2%	7%	-14	-17%
36	CCc1cccc(CC)c1NC(=O)CN1C2CCCC1CC(NC(=O)Nc1cccc(OC)c1)C2 (configuration not stated)	?	10%	-9%	9%	-4	29%
37	O=P(O)(O)/C=C(\Cl)c1ccccc1	8%	-2%	9%	-23%	2	-22%
38	CC(=NCc1ccco1)c1c(O)n(-c2ccc(Cl)cc2)c(=O)[nH]c1=O	-2%	-4%	3%	85%[activator]	?	-41%
39	Cc1c(O)c(CN(C)C)cc2c1oc(=O)c1ccccc12	-14%	1%	-5%	-34%	-36	-14%
40	CCCn1nnc(NC(=S)NC(=O)Cc2ccccc2)n1	0%	?	?	-8%	31	104%[activator]
41	COc1ccc(C(=O)COC(=O)Cn2cnc3c2c(=O)n(C)c(=O)n3C)c(OC)c1	0%	?	13%	3%	2	4%
42	O=C(CC(c1ccccc1)c1ccco1)N1CCOCC1 (configuration not stated)	17%	-3%	8%	0%	-11	-13%
43	O=C(N/N=C/C1CC=CCC1)c1cc2ccccc2cc1O (configuration not stated)	-10%	-6%	-17%	6%	3	?
44	Cc1cc(C)n(CC(=O)Nc2ccccc2)n1	7%	0%	1%	-21%	-16	-17%
45	CCC(CO)N=CC1=C(O)CC(c2ccccc2)CC1=O (configuration not stated)	?	-4%	18%	-11%	-18	-16%
46	CCSc1nnc([C@H](Cc2c[nH]c3ccccc23)NC(=O)OC(C)(C)C)o1	-14%	-10%	-4%	-3%	?	12%
47	O=C1CCc2cc(S(=O)(=O)NCCCC(=O)N3CCN(Cc4ccc5c(c4)OCO5)CC3)ccc2N1	4%	1%	3%	-6%	-10	22%
48	O=C(Nc1ccccc1)c1nc[nH]c1C(=O)NCCNC(=O)c1[nH]cnc1C(=O)Nc1ccccc1	-16%	.	.	.	22	-25%
49	O=C(c1ccc(Cl)cc1)c1cnc(Nc2ccccc2)s1	-10%	-9%	5%	0%	27	2%
50	N#Cc1ccc(C23CC4(C2)[C@H](CN(Cc2ccc(-c5ccccc5)cc2)[C@@H]4c2ccccc2)C3c2ccc(C(F)(F)F)cc2)cc1 (some centres not stated)	1%	-2%	8%&10%	-24%	-24	-36%
51	O=C(COC(=O)C1COc2ccccc2O1)NC(=O)NC1CCCCC1 (configuration not stated)	12%	1%	3%	-16%	49	3%
52	CC(C)(C)S(=O)(=O)c1ccccc1C(=O)O	10%	-12%	3%	0%	13	-7%
53	O=C(Nc1ccc(Nc2ccccc2)cc1)c1ccccc1F	?	?	0%	-20%	23	-33%
54	COc1ccc(-c2noc(C3CCCN(S(=O)(=O)c4cccc(Cl)c4C)C3)n2)cc1OC (configuration not stated)	?	-18%	-1%	23%	-7	-3%
55	CCOc1ccc(NC(=O)Nc2cc(C(C)C)ccc2C)cc1	.	7%	6%	10%	4	-16%
56	O=C(CN1CCN(Cc2ccc(F)cc2)C1=O)NCc1ccc(F)cc1	.	6%	.	6%	9	.
57	Clc1ccc(OCc2nc3ccccc3[nH]2)cc1	11µM*	-4%	-10%	-8%	37	-34%
58	O=C(Nc1cccc2ccccc12)N1N=CCC1c1ccccc1 (configuration not stated)	-80%	5%	-3%	13%	119	-12%
59	COc1ccc(C(=S)N2CCN(C)CC2)cc1	11%	0%	3%	-12%	52	-5%
60	CC(C)CN(C(=O)COC(=O)c1ccc2ccccc2n1)C1CCS(=O)(=O)C1 (configuration not stated)	18%	?	2%	19%	2	-6%[11.4 µM]
61	CC1CCCCC12NC(=O)N(CC(=O)N1CCc3ccccc3C1)C2=O (configuration not stated)	9%	0%	.	-1%	-24	-5%
62	CC(=O)Nc1ccc(NC(=O)C(C)Sc2n[nH]c(=O)n2Cc2ccccc2)cc1 (configuration not stated)	5%	-3%	-1%	1%	14	-11%
63	C=CCCN(C(CC(C)C)C(=O)OC)S(=O)(=O)c1cc(Br)ccc1Br (configuration not stated)	6%	0%	-3%&-4%	17%	18	-31%
64	CC(=O)O/N=C(/c1nonc1N)N(C)C	16%	4%	0%	.	-38	7%
65	CCOC(=O)C1=C(C)NC(=O)C(C(N)=O)C12CCCCC2 (configuration not stated)	34%[activator]	-16%	1%	-5%	20	-8%
66	O=C(COC(=O)CCN1C(=O)/C(=C\C=C\c2ccccc2)SC1=S)Nc1ccc(Br)cc1	-1%	3%	-3%	.	-74*	18µM*
